Lipid storage S3 = qHTS Assay for Lipid Storage Modulators in Drosophila S3 Cells; Drosophila S3 cells, BODIPY lipid droplet fluorescence, 18-24 h; cells fed with added oleic acid; lipid storage change, negative = inhibition, % at the top dose, mostly 46.1 µM; hits show Potency in µM; actives 0.64% (n = 320,000); AID 2685, 2010; active = well fitted inhibition curve with a large enough effect in the signal ratio, with a control signal flat, not every such curve was filed as active; inconclusive = small, poorly fitted or top-dose-only effect, or effect the other way, or a change in a side signal; the % refers to the signal ratio
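Laser-scanning cytometry quantifies lipid droplet accumulation (500–530 nm total intensity; droplet/cell object ratio) in oleic acid-fed (400 uM added) Drosophila S3 cells treated with a concentration series. 20 uM Triacsin C defined 100% inhibition.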
Lipid storage S3 cell count max = further read-out of Lipid storage S3, marked with its call; cell number change, %; measured here: cell count max response;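 cells counted by Cell Tracker Red CMTPX staining in the red channel; peak over a dose series mostly up to 46.1 µM; percent activity relative to internal control wells on each plate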
The depositor's hits bear a star; i = inactive; ? = inconclusive; . = no result given; [ ] = another dose, or the depositor's remark. % is set by controls: 0 for no effect and ±100 for the full control effect; potency is the fitted concentration of half-maximal effect. Not all compounds are listed; count on the stated rates, not on these rows.

| Compound | Lipid storage S3 | Lipid storage S3 cell count max |
| --- | --- | --- |
| CCOC(=O)C1(CCOc2ccccc2)CCN(Cc2ccc(COC)o2)CC1 | 18% | 11 |
| O=C(Nc1ccc(C(=O)N2CCN(c3ccc(F)cc3)CC2)cc1)C1=CSCCO1 | ? | . |
| BrC(=C\c1ccccc1)/C=N/Nc1nc2ccccc2[nH]1 | ? | . |
| COc1ccc(C2c3ccc4ccccc4c3Oc3ncn(CCO)c(=N)c32)cc1OC (configuration not stated) | ? | . |
| CC(C)C[C@@]12C(=O)N(c3cccc(F)c3)C(=O)N1[C@H](c1ccc(F)cc1)[C@@H]1C(=O)N(C3CCCCC3)C(=O)[C@@H]12 | ? | . |
| OC(CNCc1cccnc1)COc1ccc2ccccc2c1 (configuration not stated) | -13% | -4 |
| SC(COCc1ccccc1)CN1CCN(Cc2ccc3c(c2)OCO3)CC1 (configuration not stated) | 3% | 0 |
| CN(C)c1ccc(C2/C(=C(/O)c3ccccc3)C(=O)C(=O)N2CCCC(=O)O)cc1 (configuration not stated) | ? | . |
| O=S(=O)(c1ccc2c(c1)OCCO2)N1CCC(c2nc3ccc(Cl)cc3[nH]2)CC1 | i | 13 |
| Cc1ccc(NC(=S)NCc2ccc(S(N)(=O)=O)cc2)c(C)c1 | 14% | -3 |
| Cc1c(C(=O)O)cccc1-c1ccc(/C=C2/NC(=O)N(c3ccccc3)C2=O)o1 | ? | . |
| COc1ccc(OC)c(Nc2cc(C)c3ccccc3n2)c1 | ? | . |
| COc1ccc(NCc2cc(=O)oc3cc(NC(C)=O)ccc23)cc1 | ? | . |
| Cc1cc(C)c(C)c(S(=O)(=O)NCc2cccnc2)c1C | i | . |
| Cc1cc2oc(=O)cc(Cn3ccnc3)c2cc1C | ? | . |
| Cc1cccc(C)c1OCc1cc(C(=O)N(C)CCc2ccccn2)no1 | i | 1 |
| N#Cc1ccccc1COC(=O)c1cccnc1N | ? | . |
| COc1ccc(-n2c(=O)c3ccccc3n(CC(=O)NC3CCCCC3)c2=O)cc1 | ? | . |
| O=Cc1c(NCc2cccc(F)c2)c2ccccc2[nH]c1=O | i | 9 |
| N#CC(C#N)=C1c2cc(S(=O)(=O)NCCO)ccc2-c2ccc(S(=O)(=O)NCCO)cc21 | 5% | . |

Filtered by structure: the entries above containing four or more nitrogen atoms.
| Compound | Lipid storage S3 | Lipid storage S3 cell count max |
| --- | --- | --- |
| BrC(=C\c1ccccc1)/C=N/Nc1nc2ccccc2[nH]1 | ? | . |
| N#CC(C#N)=C1c2cc(S(=O)(=O)NCCO)ccc2-c2ccc(S(=O)(=O)NCCO)cc21 | 5% | . |

New compounds follow
| Compound | Lipid storage S3 | Lipid storage S3 cell count max |
| --- | --- | --- |
| CNC(=O)C1CCN(S(=O)(=O)c2c(C)noc2/C=C/c2ccccc2F)CC1 | 2% | 10 |
| O=C(NNC(=O)c1ccco1)c1csc(N2CCOCC2)n1 | 19% | . |
| Cc1ccc(Cl)cc1NC(=S)N1CCCCCC1 | ? | . |
| CC1(C)Cc2c(ccc3ccccc23)C(c2cc3ccccc3oc2=O)=N1 | ? | . |
| COc1cc(NC(=O)NC2Cc3ccccc3C2)cc(OC)c1 | ? | . |
| CC1(C)C(=O)OC(c2cccn2-c2ccc([N+](=O)[O-])cc2)C2(CCCCC2)C1=O (configuration not stated) | ? | . |
| COCCN(CCOC)C(=S)Nc1ccccc1 | ? | . |
| Cc1cc(C(=O)OCC(=O)Nc2ccccc2)c(C)o1 | ? | . |
| COC(=O)c1cc(NC(=O)C2(S(=O)(=O)c3ccc(Cl)cc3)CC2)cc(C(=O)OC)c1 | -11% | 13 |
| COc1cc(/C=C/C(=O)N(Cc2ccccc2)c2ccccn2)cc(OC)c1OC | ? | . |
| O=C(Cc1cccs1)Nc1nnc(SCc2ccc(C(F)(F)F)cc2)s1 | ? | . |
| Cc1ccc(S(=O)(=O)c2nc(C)oc2N2CCOCC2)cc1 | ? | . |
| Cc1ccc(S(=O)(=O)N2CCN(C(=O)CN3CCc4ccccc4C3)CC2)cc1 | i | 21 |
| O=C(NC12CC3CC(CC(C3)C1)C2)c1ccc(-c2ccc(Cl)cc2)o1 | ? | . |
| O=C(NCC(c1cccnc1)N1CCN(c2ccccc2F)CC1)OCc1ccccc1 (configuration not stated) | ? | . |
| CN(Cc1cccs1)C(=O)Cn1cnc2cc([N+](=O)[O-])ccc2c1=O | -2% | -13 |
| N=C1S/C(=C\c2ccccc2F)C(=O)N1c1ccc(F)cc1 | 5% | -9 |
| O=C(N/N=C/c1ccc(Cl)cc1)c1nc2ccc([N+](=O)[O-])cc2c(=O)[nH]1 | ? | . |
| C[C@H]1NC(=O)[C@@]2(C)[C@@H](c3ccccc3)[C@H]3COc4ccccc4[C@H]3N2C1=O | i | -8 |
| Cc1nn(CCCC(=O)NCCc2ccc(Cl)cc2)c(=O)c2nn(-c3ccccc3)c(C)c12 | ? | . |

Structural class, the entries above with a thiophene ring, fused or not (two)
| Compound | Lipid storage S3 | Lipid storage S3 cell count max |
| --- | --- | --- |
| O=C(Cc1cccs1)Nc1nnc(SCc2ccc(C(F)(F)F)cc2)s1 | ? | . |
| CN(Cc1cccs1)C(=O)Cn1cnc2cc([N+](=O)[O-])ccc2c1=O | -2% | -13 |

(continued)
| Compound | Lipid storage S3 | Lipid storage S3 cell count max |
| --- | --- | --- |
| O=C(c1ccco1)N1CCN(S(=O)(=O)c2ccc3c(c2)CCN3C(=O)C2CC2)CC1 | -13% | 2 |
| COC(=O)c1cc(N=C(N)N=C(N)N)cc(C(=O)OC)c1 | ? | . |
| Cc1ccc(S(=O)(=O)N(C)C)cc1NC(=O)CN1CCCC1 | ? | . |
| CN(C)NC(=O)c1cccc(Cl)c1 | -17% | 12 |
| CCN(Cc1ccccc1)c1ccc(/C=N/NS(=O)(=O)c2ccc(C)c([N+](=O)[O-])c2)cc1 | -1% | 3 |
| Cc1noc(C)c1COc1ccc(C(=O)NNC(=O)c2ccccc2F)cc1 | ? | . |
| O=C(Nc1ccncc1)c1ccc(Cl)c(Cl)c1 | i | -12 |
| CCc1cccc(CC)c1NC(=O)c1cccc(NC(=O)c2ccccc2)c1 | 2% | -1 |
| Cc1cc(NC(=O)c2cc(F)c(F)cc2Cl)no1 | ? | . |
| O=Cc1cccc(OC(=O)/C=C/c2ccco2)c1 | ? | . |
| Cc1cc(C)nc(SCc2nnc(SCC(N)=O)n2Cc2ccco2)n1 | 3% | 1 |
| CCN(CC(=O)NCc1ccc(Cl)cc1)Cc1cc(=O)n2ccsc2n1 | 1% | 20 |
| Oc1c(C(c2ccccn2)N2CCC(Cc3ccccc3)CC2)cc(Cl)c2cccnc12 (configuration not stated) | ? | . |
| COc1ccc(N2C(=O)CC(C#N)=C2N)cc1 | ? | . |
| CC1CCCCN1CC(=O)NCc1ccc2c(c1)OCO2 (configuration not stated) | ? | . |
| Cc1cccc(C)c1N1CCN(c2ccc3nnc(C(F)(F)F)n3n2)CC1 | ? | . |
| CCc1nnc(NC(=O)CCC(=O)N2CCN(c3cc(C)ccc3C)CC2)s1 | ? | . |
| COc1ccc(CNc2cccc(F)c2)cc1Br | ? | . |
| Cc1csc(N2CCN(c3cc4nc(-c5ccncc5)[nH]c4cc3Cl)CC2)n1 | -1% | 11 |
| O=C(Nc1ccccc1C(=O)OC1CCOC1=O)c1ccco1 (configuration not stated) | i | 3 |
| COc1ccc(C2CC(c3ccc(OC)cc3)n3nc(NC(=O)c4ccco4)nc3N2)cc1 (configuration not stated) | ? | . |
| CCOc1ccc(OCCOCCN2CCc3ccccc3C2)cc1 | ? | . |
| C=COCCNC(=O)Nc1ccc(Cl)cc1Cl | ? | . |
| CCc1ccc(NC(=O)CCC(=O)c2ccc(C)cc2)cc1 | ? | . |
| CC1=C(C)CC(C(=O)Nc2nc(-c3ccc(C)cc3C)c(C)s2)C(C(=O)O)C1 (configuration not stated) | i | 8 |
| CC(=O)c1cccc(OCC(=O)Nc2cc(S(=O)(=O)N3CCOCC3)ccc2N2CCCC2)c1 | -4% | -28 |
| CCc1ccc(NC(=O)C(C)OC(=O)c2cccc(S(=O)(=O)N3CCc4ccccc4C3)c2)cc1 (configuration not stated) | ? | . |
| Cc1cccc(C(=O)OCC(=O)NCCNC(=O)COC(=O)c2cccc(C)c2C)c1C | ? | . |
| COC(=O)C(CC(C)C)NC(=O)c1ccc([N+](=O)[O-])cc1 (configuration not stated) | -18% | -1 |
| COc1ccc(-c2csc(N3CCSCC3)n2)cc1 | 6% | 15 |
| O=C(O)c1ccc(S(=O)(=O)Nc2ccc(O)c(Sc3nc4ccccc4s3)c2)cc1 | ? | . |
| CN1CCN(c2nc(-c3ccc(Br)cc3)nnc2-c2ccccc2)CC1 | ? | . |
| Cc1ccc(S(=O)(=O)NC(C(=O)N2CCOCCOCCOCC2)C(C)C)cc1 (configuration not stated) | ? | . |
| O=[N+]([O-])c1c(NCCO)cc(N2CCCCCC2)c2nonc12 | ? | . |
| NS(=O)(=O)c1ccc(CCNC(=O)c2cccc([N+](=O)[O-])c2)cc1 | 12% | -2 |
| COC(=O)c1nn(-c2ccccc2)nc1-c1nn(-c2ccccc2)nc1C(=O)OC | ? | . |
| CCCOc1ccccc1C1NC(=O)NC(C)=C1C(=O)OCCOC(C)C (configuration not stated) | ? | . |
| CSc1ccc(Cl)c(C(=O)NCCOc2cc(C)ccc2C(C)C)c1 | -27% | 3 |
| CCOc1ccc(NC(=O)Cn2nnc(-c3ccccc3NC(=O)C3CC3)n2)cc1 | 14% | -17 |
| Cn1c2c(c(=O)n(C)c1=O)CN(Cc1ccc3c(c1)OCO3)CN2 | i | . |
| COc1ccccc1/C=C/C(=O)Nc1ccc2c(c1)CCC2 | -3% | 1 |
| CCN(CC)S(=O)(=O)c1ccc2[nH]cc(C(=O)NCCc3ccccc3)c(=O)c2c1 | ? | . |
| COC(=O)C1=NN(C(=O)c2ccc(C)cc2)C(O)(c2ccc(Cl)cc2)C1 (configuration not stated) | ? | . |
| COCCCn1c(SCC(=O)Nc2cccc(C)n2)nnc1-c1ccco1 | ? | . |
| Cc1cc(C)c(S(=O)(=O)N2CCOCC2)c(C)c1N(C)S(=O)(=O)c1ccccc1 | ? | . |
| C=CCNC(=O)/C(C#N)=C/c1ccc2c(c1)OCCO2 | ? | . |
| COc1ccccc1C(=O)OCC#CCSc1nnc(-c2cccc3ccccc23)o1 | ? | . |
| COc1ccc(-c2nc(C#N)c(NCc3ccco3)o2)cc1 | 25%[9.22 µM] | 25 |
| CS(=O)(=O)c1nc(S(=O)(=O)c2ccc(Cl)cc2)c(N2CCN(CCO)CC2)s1 | 5% | -20 |
| O=C(/C=C\c1ccc2c(c1)OCO2)CC1(O)C(=O)Nc2ccccc21 (configuration not stated) | 4% | 11 |

Remaining list, next part.
| Compound | Lipid storage S3 | Lipid storage S3 cell count max |
| --- | --- | --- |
| Cc1cc(-c2n[nH]c(=S)n2Cc2ccccc2)cs1 | 12% | 2 |
| COc1ccc(-c2csc(NC(=O)Cc3cc(OC)c(OC)c(OC)c3)n2)cc1OC | ? | . |
| CCOC(=O)Cn1c(=O)cc(C)c2ccccc21 | ? | . |
| COc1ccccc1NS(=O)(=O)c1cc(NC(=O)C2CCC2)ccc1N1CCCCC1 | 20% | -9 |
| CCOC(=O)CC(=O)CSc1nc2ccc(C)cc2cc1C#N | ? | . |
| CCNC(=O)CN1c2cccc3cccc(c23)S1(=O)=O | ? | . |
| CC1CCN(S(=O)(=O)c2nnc(NC(=O)c3ccccc3Br)s2)CC1 | i | 19 |
| CCO/N=C1\C(=O)N(c2ccccc2)c2ccccc21 | ? | . |
| CCOC(=O)C1C(=O)NC(c2ccccc2)=NC1c1ccc(Cl)cc1 (configuration not stated) | ? | . |
| Nc1cc(Cl)ccc1Oc1ccc(Cl)cc1 | ? | . |
| C/C(=N\NC(=O)c1ccn(C)n1)c1cccc(NC(=O)c2ccc(C)s2)c1 | ? | . |
| O=[N+]([O-])c1ccc(N2CCCCCC2)c(S(=O)(=O)N2CCCCC2)c1 | ? | . |
| Cc1c(Br)c([N+](=O)[O-])nn1CCCC(=O)Nc1sc2c(c1C(N)=O)CCC(C)C2 (configuration not stated) | 20% | -1 |
| CCOC(=O)c1cnn2c(C(F)F)cc(C3CC3)nc12 | 7% | 19 |
| COc1cc(O)c(C(CC(=O)N2CCCC2)c2ccc3c(c2)OCO3)c(OC)c1 (configuration not stated) | 18% | 0 |
| CCN(C(=O)CSc1nnc2ccccn12)c1c(N)n(Cc2ccccc2)c(=O)[nH]c1=O | 6% | 18 |
| O=C(CCc1ccc(S(=O)(=O)N2CCOCC2)cc1)N/N=C/c1ccc(F)cc1F | ? | . |
| Cn1cc(Br)c(C(=O)NC2CCCCC2)n1 | ? | . |
| CCN(CC)C(=O)N1CCC(NC(=O)c2ccc(C(C)(C)C)cc2)CC1 | ? | . |
| CC(NC(=O)c1ccc(Cl)cc1)C(=O)NC1=NCCS1 (configuration not stated) | -9% | . |
| CCn1c(SCC(=O)Nc2cc(C)on2)nc2sc3c(c2c1=O)CCCC3 | ? | . |
| Cc1cccc(C(=O)N2CCNC(=O)C2CC(=O)Nc2cccc(Cl)c2)c1 (configuration not stated) | -15% | . |
| CC(C)N(C(=O)CSc1ncnc2sc(-c3ccccc3)cc12)C(C)C | ? | . |
| O=C(O)c1cc(-c2ccc(-c3ccc(F)cc3)o2)nc2ccccc12 | i | 7 |
| COc1ccccc1OCCCC(=O)Nc1nnc(C2CCCO2)s1 (configuration not stated) | ? | . |
| Cc1cccc(N2CCN(C(=S)NCCc3ccccc3)CC2)c1C | ? | . |

Bioassay records as filed in PubChem BioAssay.
